# NCI-60 one-dose screen, 48 h, at 10 µM unless noted. Numbers give growth in % (100 = growth as untreated, 0 = no growth, -100 = all killed).
# OVCAR-4: OVCAR-4 ovarian cancer cells; 80,000 compounds, 3.7% hits
# IGROV1: IGROV1 ovarian cancer; 79,000 compounds, 4.7% hits; AID 1794786
# A498: A498 renal cancer cells; 76,000 compounds, 5.4% hits
# ACHN: ACHN renal cancer. 81,000 compounds, 4.9% hits
# OVCAR-5: OVCAR-5 ovarian cancer; AID 1794783; 82,000 compounds, 2.9% hits
# SK-OV-3: SK-OV-3 ovarian cancer cells; 80,000 compounds, 3.2% hits
# OVCAR-8: OVCAR-8 ovarian cancer; AID 1794782; 81,000 compounds, 4.4% hits
# OVCAR-3: OVCAR-3 ovarian cancer | 79,000 compounds, 7% hits | AID 1794787
# RXF 393: RXF 393 renal cancer cells | 77,000 compounds, 6.9% hits | AID 1794773
# Numbers without * were called inactive; nt = no result given; & = joins results of further samples; ! = not active in a repeat; [ ] = dose if it differs, or a comment. Rule for the calls: active = growth percent below 10; inactive = the rest.
cpd	mol	ACHN	OVCAR-4	OVCAR-8	IGROV1	SK-OV-3	OVCAR-3	A498	RXF 393	OVCAR-5
1	CCN(CC)CC#CCOC(=O)[C@]1(C)CCC[C@]2(C)c3ccc(C(C)C)cc3CC[C@@H]12	92	71	94	86	89	91	83	74	94
2	CC(C)(c1ccccc1)C(C)(C)c1ccccc1	101	93	95	83	100	102	nt	nt	82
3	Clc1ccccc1/C=C/c1ccc2ccccc2n1	92	76	98	nt	105	96	105	103	104
4	CCN(CC)CCNC(Cc1ccccc1)c1ccc(OCc2ccccc2)cc1 (centres undefined)	61	67	80	58	83	95	50	63	56
5	CCN1C(=O)N(CC)C2C1NN=c1s/c(=C\c3ccc(OC)cc3)c(=O)n12 (centres undefined)	29	46	-2.8*	20	40	-17*	12	34	29
6	Cc1nn(-c2ccccc2)nc1C(=O)NCC1CC1	103	89	117	103	96	101	97	nt	111
7	C=CCc1c(O)c(C(=O)/C=C/c2ccccc2OC)c(OC)c2ccoc12	69	68	68	nt	75	77	62	89	100
8	COc1c(N2CC3CCCNC3C2)c(F)cc2c(=O)c(C(=O)NN)cn(C3CC3)c12 (centres undefined)	98	101	102	101	107	113	74	nt	105
9	C=C1/C(=C\C=C2/CCC[C@]3(C)[C@@H]([C@H](C)CCCC(C)(C)O)CC[C@@H]23)C[C@@H](OC(=O)CBr)C[C@@H]1O	-30*	63	57	-66*	108	-20*	86	93	84
10	CCOc1ccccc1/C=N\N=C\c1ccccc1O	100	112	107	96	96	89	91	121	120
11	NC(=O)c1nn(-c2ccc(Cl)cc2)nc1N1CCCC1	102	87	97	90	105	109	67	76	91
12	CC(C)(CO)C(O)C(=O)NN (centres undefined)	100	105	105	104	122	110	101	nt	101
13	CC(=O)C1=C(C)NC(SCc2nnc(-c3ccc(C)cc3)o2)=NC1c1ccc(F)cc1 (centres undefined)	92	108	97	89	108	105	109	103	90
14	N#C/C(=C\c1cccc2ccccc12)c1cc2ccccc2[nH]1	89	89	88	78	89	94	87	101	86
15	CCCCCCCCCCCCCCCc1nc(=S)[nH][nH]1	107	65	105	74	87	100	100	108	109
16	CSC1=NC(c2cccc(Cl)c2)C(C(C)=O)=C(C)N1 (centres undefined)	100	107	106	102	112	105	111	101	107
17	C/C=C(\Br)C(=O)O	108	104	112	104	103	114	98	112	100
18	CCOC(=O)CNC=O	102	112	91	104	103	112	90	102	107
19	C[C@]12CCc3c(ccc4cc(O)ccc34)[C@@H]1C[C@H](O)[C@@H]2O	98	106	94	103	106	97	73	102	104
20	O=C(CSc1nnc(-c2ccc(-c3nc4ccccc4[nH]3)cc2)o1)Nc1ccc(C(=O)/C=C/c2ccccc2)cc1	106	104	103	97	115	100	127	114	104
21	COC(=O)CCSC1=C(C)C(=O)C(OC)=C(OC)C1=O	103	99	100	105	105	106	80	nt	101
22	O=c1[nH]c(O)c(/C=N/C(=S)N=Nc2c(O)[nH]c3ccccc23)c(=O)[nH]1	95	104	113	99	94	107	107	120	98
23	CC(=O)N(C)c1ccccc1	105	105	104	103	95	103	75	102	89
24	O=C(O)c1ccc(-c2nn(-c3ccc(C(F)(F)F)cc3)cc2/C=N/Nc2cccc(F)c2)cc1	62	99	82	87	nt	93	66	98	90
25	O=C(Nc1cccc2c(OC(=O)C(Cl)Cl)c(N=Nc3ccc(S(=O)(=O)Nc4nccs4)cc3)cc(N=Nc3ccc(S(=O)(=O)Nc4nccs4)cc3)c12)C(Cl)Cl (tested in a mixture with another compound)	94&93	113&104	99&102	88&13	106&98	98&99	115&119	108&100	132&97
26	COc1cc(/C=N/NC(=O)CSc2nc3ccccc3c(=O)n2Cc2ccc(S(N)(=O)=O)cc2)cc(OC)c1OC	96	108	97	98	130	107	nt	90	93
27	O=C(/C=C/c1coc(-c2ccc(Cl)cc2)n1)c1ccc(F)cc1	103	83	97	98	nt	97	80	103	96
28	COc1ccc(C2NC(=O)NC(C)=C2C(=O)OC(C)C)cc1O (centres undefined)	98	101	104	107	93	112	105	105	102
29	O=Cc1ccc(CO)o1	103	102	97	108	117	111	112	96	107
30	c1cncc(-c2nc3cnccn3c2NCCN2CCOCC2)c1	95	nt	97	95	87	105	107	95	82

# Three structures out of the list, sorted by molecular weight, descending:
cpd	mol	ACHN	OVCAR-4	OVCAR-8	IGROV1	SK-OV-3	OVCAR-3	A498	RXF 393	OVCAR-5
20	O=C(CSc1nnc(-c2ccc(-c3nc4ccccc4[nH]3)cc2)o1)Nc1ccc(C(=O)/C=C/c2ccccc2)cc1	106	104	103	97	115	100	127	114	104
30	c1cncc(-c2nc3cnccn3c2NCCN2CCOCC2)c1	95	nt	97	95	87	105	107	95	82
19	C[C@]12CCc3c(ccc4cc(O)ccc34)[C@@H]1C[C@H](O)[C@@H]2O	98	106	94	103	106	97	73	102	104

# The listing continues.
cpd	mol	ACHN	OVCAR-4	OVCAR-8	IGROV1	SK-OV-3	OVCAR-3	A498	RXF 393	OVCAR-5
31	COc1ccc(NC(=O)Cc2nc3nc4sc(C)c(C)c4c(=O)n3[nH]2)cc1	107	113	101	101	104	115	122	nt	108
32	CCn1c(=O)cc(-n2nncc2COc2ccc(C=O)cc2)c2ccccc21	105	116	111	109	108	108	105	nt	104
33	COc1ccc(Cl)c2ccc(/C=C3\SC(=S)N(CCc4ccc(O)cc4)C3=O)nc12	96	99	103	81	106	106	63	105	104
34	Cc1ccccc1C1OC2=C(Nc3ccc(Cl)cc3N2)C1=O (centres undefined)	99	86	96	89	83	95	131	123	107
35	CN(C)CC(CN(C)C)C(=O)C1CC1	97	108	102	142	112	103	106	109	94
36	c1cc2c3c(cccc3c1)NC(Cc1nc3ccccc3s1)=N2	90	93	94	70	68	93	94	105	94
37	CC(C)(C)c1cc(C(=O)Nc2ccccc2C(=O)NCCCN=C(N)N)cc(C(C)(C)C)c1	102	85	97	54	nt	50	80	100	87
38	COc1cccc(C(=O)Cn2c(C(C)=O)nc3ccccc32)c1	55	66	66	64	131	59	93	70	87
39	N#Cc1nc(-c2ccc(Cl)cc2)oc1S(=O)(=O)N1CCN(c2ccc(F)cc2)CC1	102	106	82	79	98	108	79	109	108
40	COc1ccc(NC(=O)CSc2nnc(-c3cc(-c4ccc(S(N)(=O)=O)cc4)nc4ccccc34)n2-c2ccccc2)cc1	82	89	75	78	90	95	54	82	93
41	COc1ccc2[nH]c(C)cc2c1C	101	101	98	nt	103	106	105	114	92
42	CC1CCCc2c1nn(-c1cc(-c3ccccc3)no1)c2N (centres undefined)	95	97	111	86	106	87	96	133	99
43	O=c1[nH]c(N2CCOCC2)nc2c3c(sc12)CCCC3	106	101	105	98	112	98	100	110	99
44	Cc1cc2c(c(C)c1Cl)C(=O)/C(=C/c1ccc([N+](=O)[O-])cc1)O2	94	85	96	58	nt	107	89	121	106
45	COc1ccc(C(C)=O)cc1	121	111	110	nt	nt	125	135	nt	106
46	Cc1nc2c(=O)[nH]c(N)nc2[nH]c1=O	106	107	87	102	88	108	65	104	96
47	O=C1CC(c2ccsc2)C2=C(O1)C(=O)c1ccccc1C2=O (centres undefined)	101	103	103	106	100	106	79	nt	106
48	Cc1sccc1-c1nnc(-c2c(-c3ccc(F)cc3)nc3ccccn23)o1	97	107	94	114	118	119	93	116	86
49	N/N=C(\Cc1ccccc1)NN=C(N)N	92	109	93	100	117	112	100	108	118
50	Cc1ccc(C(=O)NN2C(=O)CSC2c2ccccc2)cn1 (centres undefined)	101	129	nt	30	103	120	113	120	103
51	Cc1ccc(/C=C2/SC(=S)N(CC(=O)Nc3ncc(Cc4ccccc4)s3)C2=O)cc1	103	105	100	98	109	108	101	109	100
52	COc1cc(/C=C2\CC/C(=C\c3ccc(OCCN4CCOCC4)c(OC)c3)C2=O)ccc1OCCN1CCOCC1	96	128	72	nt	101	124	113	112	116
53	CC(=O)c1ccc(Cl)c(Cl)c1	100	111	100	104	98	104	101	106	92
54	C/C(Cc1ccc(Cl)cc1)=C(\c1ccc(OCCN2CCOCC2)cc1)c1ccc(OC(=O)c2ccccc2)cc1	93	84	85	66	103	82	105	83	92
55	C[N+](C)(C)CCOc1ccccc1Cc1ccccc1	104	95	97	108	102	102	100	93	96
56	O=C(Nc1ccc(Br)cc1)c1cc(Br)ccc1O	-2.7*	9.8*!	21&22	14	-11*	-5.1*	-35*	2.3*!	17&30
57	Cn1cc(C2=C(c3coc4ccc(F)cc34)C(=O)N(O)C2=O)c2cc(Br)ccc21	74	81	79	42	78	95	88	77	112
58	CCCCOP(=O)(OCCCC)C1(C)CC(=O)CC(C)(C)C1 (centres undefined)	94	107	112	83	94	103	83	107	91
59	O=C1C(CCS(=O)c2ccccc2)C(=O)N(c2ccccc2)N1c1ccccc1 (centres undefined)	98	113	105	105	102	120	125	120	nt
60	O=P(O)(O)OC1C(OP(=O)(O)O)C(OP(=O)(O)O)C(OP(=O)(O)O)C(OP(=O)(O)O)C1OP(=O)(O)O.[Cu+2] (centres undefined)	100	110	77	87	114	123	85	125	155

# Shown screen by screen: part of the list above
(3) Clc1ccccc1/C=C/c1ccc2ccccc2n1
(4) CCN(CC)CCNC(Cc1ccccc1)c1ccc(OCc2ccccc2)cc1 (centres undefined)
(5) CCN1C(=O)N(CC)C2C1NN=c1s/c(=C\c3ccc(OC)cc3)c(=O)n12 (centres undefined)
(6) Cc1nn(-c2ccccc2)nc1C(=O)NCC1CC1
(7) C=CCc1c(O)c(C(=O)/C=C/c2ccccc2OC)c(OC)c2ccoc12
(8) COc1c(N2CC3CCCNC3C2)c(F)cc2c(=O)c(C(=O)NN)cn(C3CC3)c12 (centres undefined)
(9) C=C1/C(=C\C=C2/CCC[C@]3(C)[C@@H]([C@H](C)CCCC(C)(C)O)CC[C@@H]23)C[C@@H](OC(=O)CBr)C[C@@H]1O

Compound	3	4	5	6	7	8	9
ACHN	92	61	29	103	69	98	-30*
OVCAR-4	76	67	46	89	68	101	63
OVCAR-8	98	80	-2.8*	117	68	102	57
IGROV1	nt	58	20	103	nt	101	-66*
SK-OV-3	105	83	40	96	75	107	108
OVCAR-3	96	95	-17*	101	77	113	-20*
A498	105	50	12	97	62	74	86
RXF 393	103	63	34	nt	89	nt	93
OVCAR-5	104	56	29	111	100	105	84

(10) CCOc1ccccc1/C=N\N=C\c1ccccc1O
(11) NC(=O)c1nn(-c2ccc(Cl)cc2)nc1N1CCCC1
(12) CC(C)(CO)C(O)C(=O)NN (centres undefined)
(13) CC(=O)C1=C(C)NC(SCc2nnc(-c3ccc(C)cc3)o2)=NC1c1ccc(F)cc1 (centres undefined)
(14) N#C/C(=C\c1cccc2ccccc12)c1cc2ccccc2[nH]1
(15) CCCCCCCCCCCCCCCc1nc(=S)[nH][nH]1
(16) CSC1=NC(c2cccc(Cl)c2)C(C(C)=O)=C(C)N1 (centres undefined)

Compound	10	11	12	13	14	15	16
ACHN	100	102	100	92	89	107	100
OVCAR-4	112	87	105	108	89	65	107
OVCAR-8	107	97	105	97	88	105	106
IGROV1	96	90	104	89	78	74	102
SK-OV-3	96	105	122	108	89	87	112
OVCAR-3	89	109	110	105	94	100	105
A498	91	67	101	109	87	100	111
RXF 393	121	76	nt	103	101	108	101
OVCAR-5	120	91	101	90	86	109	107

(17) C/C=C(\Br)C(=O)O
(18) CCOC(=O)CNC=O

Compound	17	18
ACHN	108	102
OVCAR-4	104	112
OVCAR-8	112	91
IGROV1	104	104
SK-OV-3	103	103
OVCAR-3	114	112
A498	98	90
RXF 393	112	102
OVCAR-5	100	107

# (further entries)
cpd	mol	ACHN	OVCAR-4	OVCAR-8	IGROV1	SK-OV-3	OVCAR-3	A498	RXF 393	OVCAR-5
61	COc1ccc(/C=C(\C#N)C(=O)Nc2cc(OC)nc(OC)n2)cc1	98	101	99	94	93	125	117	96	107
62	NS(=O)(=O)c1ccc(Nc2nc(-c3ccccn3)cs2)cc1	136	115	114	106	114	112	97	131	111
63	Cc1ccc(S(=O)(=O)N(C)CC(=O)NNC(=O)Cc2ccc3c(c2)OCCO3)cc1	104	101	94	107	129	110	113	88	101
64	S=c1nc[nH]c2c1ccc1[nH]cnc12	80	107	94	109	114	131	94	109	86
65	CC1=C2[C@@H](CC1)[C@]1(C)O[C@@](C(C)C)(C[C@H]1O)[C@H]2OC(=O)/C=C/c1ccccc1	102	98	95	97	98	99	100	105	98
66	COc1cc(-n2nc(C(=O)NCc3ccc(C(=O)NO)cc3)nc2-c2ccccc2)cc(OC)c1OC	102	110	105	99	100	104	97	102	98
67	O=Cc1cc2ccccc2nc1Nc1nccs1	31	76	48	43	nt	55	82	53	86
68	CCOC(=O)CC[C@H](N)C(=O)O	100[20 µM]	105[20 µM]	102[20 µM]	101[20 µM]	105[20 µM]	110[20 µM]	93[20 µM]	99[20 µM]	93[20 µM]
69	COc1ccc(OC)c(NC(=O)[C@@H]2CCC(=O)N2)c1	95	98	92	103	99	109	90	101	96
70	C=CCNC(=O)c1cncc(C(=O)O)c1	107	97	99	106	105	128	100	108	104

# Compounds were not picked by outcome. Share with any hit: about 11%.
